Bioassay records: PubChem BioAssay, several laboratories
PriA SSB inh – inhibitors of Klebsiella pneumoniae PriA binding to SSB C-terminal tail, primary screen, biochemical, AlphaScreen. AlphaScreen SSBct-PriA binding, biotinylated peptide. 0.6% of 430,000 active. AID 1272365, 2023. inhibition, % at 33 µM; in the data active means inhibition mostly above about 37%, no sharp cut-off; inactive means mostly below about 20%;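 further: plate controls were negative control peptide for no effect and reference peptide for full effect; strong numbers were not always called active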
PfHsp40 yeast – rescue of yeast from PfHsp40 toxicity, primary screen, S. cerevisiae, ATP luminescence | S. cerevisiae expressing PfHsp40, growth rescue | growth rescue, % at 12.5 µM | 0.68% of 340,000 active; in the data active means growth rescue above about 28%, passing the limit was not always enough;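 further: yeast W303a lacking pdr1 and pdr3 grown in galactose medium; growth measured after three days at 30 °C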
CCHF vOTU inh – CCHFV vOTU protease inhibitors, primary screen, biochemical, Pep-AMC substrate, fluorescence; Crimean-Congo hemorrhagic fever virus L polyprotein viral ovarian tumor (vOTU) protease …; inhibition, % at 11.5 µM; 0.55% of 370,000 active; in the data active means inhibition above about 30%; further: 0% = vehicle wells with enzyme and 100% = no enzyme wells
SARS 3CLpro inh – SARS-CoV 3CLpro protease inhibitors, primary screen, biochemical, quenched FRET; recombinant SARS-CoV 3CLpro, quenched FRET peptide cleavage; inhibition, % at 6 µM; 0.14% of 290,000 active; in the data active means inhibition above about 12%
VHR inh abs – VHR1 phosphatase inhibitors, primary screen, biochemical, absorbance, uHTS. recombinant VHR phosphatase, pNPP absorbance. Dual specificity protein phosphatase 3 (Homo sapiens), P51452. 0.52% of 290,000 active. inhibition, % at 13.3 µM; in the data active means inhibition above about 50%; further: some compounds called inactive have numbers as strong as hits
BH1578 lux ind – inducers of Vibrio cholerae quorum light production without autoinducers, primary screen, BH1578 luxS cqsA deficient, single point; 0.16% of 350,000 active; AID 588436, 2011; activation, % at 18.7 µM; V. cholerae BH1578 lux reporter, luminescence, 6 h; in the data active means activation mostly above about 9.7%, no sharp cut-off; further: not every result past the cut was called active; inactives centre near 0; reference of the scale not given here
Anthrax LF inh2 – Bacillus anthracis LF protease inhibitors, primary screen, biochemical, multiplex microsphere, MLPCN library. inhibition, % at 10 µM. 0.12% of 360,000 active. multiplex microsphere protease cleavage assay. Lethal factor (Bacillus anthracis), P15917; further: plate controls were buffer without enzyme for full effect and enzyme alone for no effect
BoNT-A LC inh2 – BoNT/A light chain protease inhibitors, primary screen, biochemical, flow cytometry, MLPCN library | Botulinum neurotoxin type A light chain protease (Clostridium botulinum A str. ATCC 3502) | multiplex microsphere protease substrate cleavage | inhibition, % at 10 µM | 0.17% of 360,000 active | AID 588499, 2011; further: plate controls were buffer without enzyme for full effect and enzyme alone for no effect
TcdB GH inh – TcdB glycohydrolase inhibitors, primary screen, biochemical, single point, plate reader; 0.24% of 350,000 active; Toxin B (Clostridioides difficile), P18177; TcdB glycohydrolase enzymatic assay; AID 652162, 2013; inhibition, % at 9.99 µM; in the data active means inhibition above about 10%
Y pestis TopoI – Yersinia pestis topoisomerase I inhibitors, primary screen, biochemical, cleavage product accumulation, plate reader, single point. activity, % at 10 µM. Y. pestis Topo-I cleavage product accumulation. 0.064% of 360,000 active. AID 504884, 2011. DNA topoisomerase I (Yersinia pestis CO92); in the data active means activity above about 50%, passing the limit was not always enough; further: inactives centre near 2
Starred values were filed as active, the others as inactive; & = joins results of further samples. Unless noted, no stated cut-off is given here; in the data, active means inhibition above about 30%; inconclusive means no clear call, values can overlap the other calls; inactive means below that. The list is partial (hit frequency here may not be typical).

`O=C1CSC(=S)N1Cc1cccnc1` gave PriA SSB inh 1, PfHsp40 yeast -1.4, CCHF vOTU inh 13, SARS 3CLpro inh 6, VHR inh abs -8, BH1578 lux ind -0.3, Anthrax LF inh2 4, BoNT-A LC inh2 3.9 and Y pestis TopoI -13.
C[C@H](CO)N1C[C@H](C)[C@@H](CN(C)S(C)(=O)=O)Oc2ccc(NC(=O)c3ccncc3)cc2C1=O was read as PriA SSB inh -7, PfHsp40 yeast 0.5, CCHF vOTU inh 2, BH1578 lux ind -5.0, Anthrax LF inh2 -5, BoNT-A LC inh2 0.2, TcdB GH inh -0.1&1.6 and Y pestis TopoI 3.
`O=C(C[C@@H]1C/C=C\CCCC(=O)OC[C@@H](c2ccccc2)NC1=O)NCCO` gave PriA SSB inh -10, PfHsp40 yeast 0.5, CCHF vOTU inh -1, BH1578 lux ind 2.0, Anthrax LF inh2 4, BoNT-A LC inh2 -0.5, TcdB GH inh -3.1 and Y pestis TopoI 2.
For COc1ccccc1CC(NC(C)=O)C(=O)NC1CCN(C(=O)c2ccc(C)cc2)CC1 (stereo unspecified) the results were PriA SSB inh 0, PfHsp40 yeast 1.3, CCHF vOTU inh 19, SARS 3CLpro inh -3, VHR inh abs 12, BH1578 lux ind -0.8, Anthrax LF inh2 0, BoNT-A LC inh2 0.1, TcdB GH inh 0.9 and Y pestis TopoI -4.
Screening Fc1ccc(-c2ccc3c(c2)C2CC3CCN2)cc1 (stereo unspecified) returned PriA SSB inh -5, PfHsp40 yeast -1.9, CCHF vOTU inh -5, BH1578 lux ind -0.7, Anthrax LF inh2 -1, BoNT-A LC inh2 -0.8, TcdB GH inh 1.3 and Y pestis TopoI -3.
Screening O=[N+]([O-])c1ccc(Oc2cccnc2)nc1 returned PriA SSB inh -5, PfHsp40 yeast 1.8, CCHF vOTU inh 12, SARS 3CLpro inh 5, VHR inh abs 29, BH1578 lux ind -0.5, Anthrax LF inh2 3, BoNT-A LC inh2 -0.5, TcdB GH inh -0.4 and Y pestis TopoI 0.
`CCOc1cccc(N2C(=O)/C(=C/c3ccco3)C(=O)NC2=S)c1` gave PriA SSB inh 8, PfHsp40 yeast 1.2, CCHF vOTU inh 5, SARS 3CLpro inh -4, VHR inh abs -6, BH1578 lux ind inactive, Anthrax LF inh2 -2, BoNT-A LC inh2 -3.0, TcdB GH inh 0.4 and Y pestis TopoI 35.
COc1ccc(NS(=O)(=O)c2cccc(C(=O)NCCc3ccc(S(N)(=O)=O)cc3)c2)cc1 was read as PriA SSB inh -17, PfHsp40 yeast -1.5, CCHF vOTU inh -3, BH1578 lux ind -4.3, Anthrax LF inh2 4, BoNT-A LC inh2 1.6, TcdB GH inh -0.4 and Y pestis TopoI -4.
For COc1cc(C(=O)Nc2c(C(=O)O)[nH]c3ccc(C)cc23)cc(OC)c1OC the results were PriA SSB inh -1, PfHsp40 yeast -1.2, CCHF vOTU inh 16, SARS 3CLpro inh 8, VHR inh abs -16, BH1578 lux ind -1.0, Anthrax LF inh2 -7, BoNT-A LC inh2 -3.4, TcdB GH inh 1.4 and Y pestis TopoI 2.
Screening CC(=O)NCCc1ccc(O)cc1 returned PriA SSB inh -1, PfHsp40 yeast -2.0, CCHF vOTU inh 5, VHR inh abs 6, BH1578 lux ind -0.4, Anthrax LF inh2 -8, BoNT-A LC inh2 -0.6, TcdB GH inh 1.0 and Y pestis TopoI -4.
`O=C(Nc1ccccc1Cl)c1ccc2nsnc2c1` gave PriA SSB inh -8, PfHsp40 yeast -0.8, CCHF vOTU inh 0, SARS 3CLpro inh -2, VHR inh abs 25, BH1578 lux ind -0.2, Anthrax LF inh2 -3, BoNT-A LC inh2 -0.2, TcdB GH inh 0.2 and Y pestis TopoI -6.
`C/C(=N\NC(=O)c1c(Cl)cnn1C)c1cccc(NC(=O)COc2ccccc2)c1` gave PfHsp40 yeast 0.7, CCHF vOTU inh 11, SARS 3CLpro inh -2, VHR inh abs -11, BH1578 lux ind -0.2, Anthrax LF inh2 1, BoNT-A LC inh2 -0.7 and Y pestis TopoI 28.
For O=C(CSc1nnc2ccc(-c3ccccn3)nn12)Nc1ccccc1F the results were PriA SSB inh -17, PfHsp40 yeast -1.6, CCHF vOTU inh 14, BH1578 lux ind -0.4, Anthrax LF inh2 -2, BoNT-A LC inh2 2.5, TcdB GH inh -1.4 and Y pestis TopoI 9.
`CCc1nc(SCC(=O)NNC(=O)c2ccc(OC)cc2)c2ccccc2n1` gave PriA SSB inh -6, PfHsp40 yeast -1.9, CCHF vOTU inh 11, SARS 3CLpro inh 5, VHR inh abs 8, BH1578 lux ind -0.4, Anthrax LF inh2 0, BoNT-A LC inh2 -2.4, TcdB GH inh -0.3 and Y pestis TopoI 12.
`O=C(Nc1ccncc1)Nc1ccc(F)c(Cl)c1` gave PriA SSB inh -3, PfHsp40 yeast -1.8, CCHF vOTU inh 10, SARS 3CLpro inh 3, VHR inh abs 5, BH1578 lux ind -0.3, Anthrax LF inh2 -4, BoNT-A LC inh2 -1.2, TcdB GH inh 0.4 and Y pestis TopoI -4.
Cc1ccc(-c2nn(-c3ccccc3)cc2NC(=O)CCl)cc1 was read as PriA SSB inh 4, PfHsp40 yeast 0.7, CCHF vOTU inh 9, SARS 3CLpro inh 14*, VHR inh abs 4, BH1578 lux ind -1.4, Anthrax LF inh2 -7, BoNT-A LC inh2 0.8, TcdB GH inh 2.7 and Y pestis TopoI -9.
`Cc1ccc(OC(=O)CCC(=O)Nc2ccc(S(=O)(=O)Nc3cc(C)on3)cc2)cc1` gave PriA SSB inh -9, PfHsp40 yeast -1.7, CCHF vOTU inh -13, SARS 3CLpro inh 6, VHR inh abs 22, BH1578 lux ind -5.0, Anthrax LF inh2 -4, BoNT-A LC inh2 2.1 and Y pestis TopoI 0.
`Cc1ccc(S(=O)(=O)N2CCN(C(=O)CN3C(=O)c4ccc([N+](=O)[O-])cc4C3=O)CC2)cc1C` gave PriA SSB inh 4, PfHsp40 yeast -1.0, CCHF vOTU inh -1, BH1578 lux ind inactive, TcdB GH inh 1.3 and Y pestis TopoI 0.
Screening O=C(CN1C(=O)CCC1=O)Nc1ccc2c3c(cccc13)CC2 returned PriA SSB inh -8&-5, PfHsp40 yeast -1.2, CCHF vOTU inh 12, SARS 3CLpro inh 3, VHR inh abs 29, BH1578 lux ind inactive, Anthrax LF inh2 6, BoNT-A LC inh2 1.5 and Y pestis TopoI -5.
COC(=O)CCCC[C@@H]1O[C@H](CCc2ccccc2)Cc2[nH]c(=S)[nH]c(=O)c21 was read as CCHF vOTU inh 5, Anthrax LF inh2 2, BoNT-A LC inh2 0.2 and TcdB GH inh 0.3.
`COc1ccc([N+](=O)[O-])cc1NC(=O)c1ccccc1N(C)S(C)(=O)=O` gave PriA SSB inh -10, PfHsp40 yeast -1.3, CCHF vOTU inh 1, SARS 3CLpro inh 1, VHR inh abs -6, BH1578 lux ind -0.2, Anthrax LF inh2 -1, BoNT-A LC inh2 1.1, TcdB GH inh -2.5 and Y pestis TopoI -1.
For COC(=O)NCC(c1cccnc1)N1CCN(c2ccccc2)CC1 (stereo unspecified) the results were PriA SSB inh -2, PfHsp40 yeast -0.5, CCHF vOTU inh -2, SARS 3CLpro inh 0, VHR inh abs 46, BH1578 lux ind -0.2, Anthrax LF inh2 -7, BoNT-A LC inh2 -0.4, TcdB GH inh 1.5 and Y pestis TopoI -11.
O=C(CCC(=O)N1CCN(c2ccccc2)CC1)Nc1nnc(C2CCCCC2)s1 was read as PriA SSB inh -10, PfHsp40 yeast -0.4, CCHF vOTU inh -14, SARS 3CLpro inh 4, VHR inh abs 8, BH1578 lux ind -0.4, Anthrax LF inh2 -4, BoNT-A LC inh2 -3.1, TcdB GH inh 0.7 and Y pestis TopoI 7.
For CCn1nc(C)cc1C(=O)N1CCCC(CCC(=O)NCc2ccccc2F)C1 (stereo unspecified) the results were PriA SSB inh -3, PfHsp40 yeast 0.4, CCHF vOTU inh 4, SARS 3CLpro inh -1, VHR inh abs 35, BH1578 lux ind -0.3, Anthrax LF inh2 -4, BoNT-A LC inh2 -2.0, TcdB GH inh 0.0 and Y pestis TopoI 1.
Screening CCCCc1ccc(S(=O)(=O)N2CCN(C(=O)c3ccco3)CC2)cc1 returned PriA SSB inh -1, PfHsp40 yeast 0.2, CCHF vOTU inh 8, SARS 3CLpro inh 0, VHR inh abs -8, BH1578 lux ind -0.2, Anthrax LF inh2 -1, BoNT-A LC inh2 -0.5 and Y pestis TopoI -3.
`Cc1ccc(CCNC(=O)c2ccc(CS(=O)(=O)Cc3ccc(F)cc3)o2)cc1` gave PriA SSB inh -6, PfHsp40 yeast 1.5, CCHF vOTU inh 14, SARS 3CLpro inh -1, VHR inh abs 21, BH1578 lux ind -0.3, Anthrax LF inh2 -1, BoNT-A LC inh2 -3.3, TcdB GH inh 1.4 and Y pestis TopoI 7.
Cc1ccc(NS(=O)(=O)c2cc(C(=O)N3CCOCC3)ccc2C)cc1 was read as PriA SSB inh -14, PfHsp40 yeast -0.1, CCHF vOTU inh -11, SARS 3CLpro inh 0, VHR inh abs -2, BH1578 lux ind inactive, Anthrax LF inh2 -2, BoNT-A LC inh2 -0.4, TcdB GH inh 1.8 and Y pestis TopoI 2.
`COc1ccc(NC(=O)CSc2n[nH]c(-c3ccncc3)n2)c([N+](=O)[O-])c1` gave PriA SSB inh -5, PfHsp40 yeast -1.1, CCHF vOTU inh -5, SARS 3CLpro inh -4, VHR inh abs 7, BH1578 lux ind 0.0, Anthrax LF inh2 8, BoNT-A LC inh2 -2.3, TcdB GH inh -1.3 and Y pestis TopoI -9.
`CC(C)(C)OC(=O)N1C[C@H](O)C[C@H]1C(=O)OCC(=O)c1ccc([N+](=O)[O-])cc1` gave PriA SSB inh -3, PfHsp40 yeast -1.7, CCHF vOTU inh 14, SARS 3CLpro inh 3, VHR inh abs 7, BH1578 lux ind -0.3, Anthrax LF inh2 7, BoNT-A LC inh2 -1.6, TcdB GH inh 1.1 and Y pestis TopoI -1.
O=C(Nc1ccccc1)c1cccc(N2C(=O)C3C4CC(C(Br)C4Br)C3C2=O)c1 (stereo unspecified) was read as PriA SSB inh -10, PfHsp40 yeast -0.1, CCHF vOTU inh 17, SARS 3CLpro inh 0, VHR inh abs 32, BH1578 lux ind inactive, Anthrax LF inh2 -1, BoNT-A LC inh2 -2.0, TcdB GH inh 2.3 and Y pestis TopoI 4.
For Cc1nn(CC(=O)NCc2ccc(Cl)cc2)c(C)c1[N+](=O)[O-] the results were PriA SSB inh -16, PfHsp40 yeast 0.2, CCHF vOTU inh -10, SARS 3CLpro inh 2, VHR inh abs -2, BH1578 lux ind -0.3, Anthrax LF inh2 2, BoNT-A LC inh2 -1.0 and Y pestis TopoI 0.

Copied from the results shown for reference:
Cc1ccc(-c2nn(-c3ccccc3)cc2NC(=O)CCl)cc1 was read as PriA SSB inh 4, PfHsp40 yeast 0.7, CCHF vOTU inh 9, SARS 3CLpro inh 14*, VHR inh abs 4, BH1578 lux ind -1.4, Anthrax LF inh2 -7, BoNT-A LC inh2 0.8, TcdB GH inh 2.7 and Y pestis TopoI -9.
`Cc1ccc(OC(=O)CCC(=O)Nc2ccc(S(=O)(=O)Nc3cc(C)on3)cc2)cc1` gave PriA SSB inh -9, PfHsp40 yeast -1.7, CCHF vOTU inh -13, SARS 3CLpro inh 6, VHR inh abs 22, BH1578 lux ind -5.0, Anthrax LF inh2 -4, BoNT-A LC inh2 2.1 and Y pestis TopoI 0.
